Myeloid diff MLP = myeloid differentiation induction; ER-HoxA9 myeloid progenitors, lysozyme-GFP differentiation, flow cytometry; calls only at 10 µM; 1% of 360,000 active; AID 624256;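 active = normalized GFP-positive differentiation at or above the plate's own cutoff, the solvent-only control mean plus 3 SD; inconclusive = no clear call, values can overlap the other calls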;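 note: cells exposed to compound for four days before flow analysis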
Myeloid diff MLP GFP+ MAC1+ % = also measured in Myeloid diff MLP; calls as there; GFP+ MAC1+ double positive, %; measured here: differentiation confirmed by MAC1 staining
The depositor's hits bear a star; i = inactive; ? = inconclusive; · = no result given; + = active, no number. A portion of the library (hit frequency here may not be typical).

SMILES	Myeloid diff MLP GFP+ MAC1+ %	Myeloid diff MLP
COc1ccc(C(O)c2nc(-c3cccc(O)c3)cs2)cc1 (centres undefined)	0.5	i
Cc1ccc(CN2CC(N3CCCC3)CS2(=O)=O)cc1 (centres undefined)	1.6	i
Cc1cc(N2CCN(C(C(=O)NC3CCCC3)C(C)(C)C)CC2)c2ccccc2n1 (centres undefined)	2.1	i
CCCCCCn1cc(CN2CC(N3CCCCC3)CS2(=O)=O)nn1 (centres undefined)	1.0	i
O=C(NCc1ccc(Cl)cc1)N1CCN(C(=O)c2ccccc2)CC1	1.1	i
CC(C)(C)NC(=O)CN(C(=O)CCC(=O)Nc1nccs1)c1ccccc1F	0.9	i
CCOC(=O)C1=CNS(=O)(=O)NC1c1ccc(OC(C)=O)cc1 (centres undefined)	0.4	i
COC[C@@H]1NS(=O)(=O)c2ccc(Br)cc2O[C@H]1c1ccccc1	0.4	i
Cc1ccc(CSc2ccc(S(=O)(=O)N3CCCCC3)cn2)cc1	0.9	i
COc1ccc(OC(=O)N(C)C[C@H]2OCc3cn(nn3)CCCC(=O)N([C@H](C)CO)C[C@@H]2C)cc1	0.5	i
COC(=O)CC(=O)O[C@H]1C=C[C@@H](NC(=O)OC(C)(C)C)C1	1.7	i
Cc1cnc(-c2nc3ccccc3n2C(C(=O)NC(C)(C)C)c2ccncc2)cn1 (centres undefined)	3.4	i
CC(=O)c1ccc(Nc2nc(C(N)C(C)C)cs2)cc1 (centres undefined)	1.5	i
CC[C@]12c3[nH]c4ccc(Cl)cc4c3CCN1C(=O)[C@@H](CC(=O)NCCCN(C)C)C[C@@H]2C(=O)N1CCN(C(=O)c2ccco2)CC1	1.6	i
CCOC(=O)C1=CN(Cc2cccc(Br)c2)S(=O)(=O)N(CC)C1C (centres undefined)	0.3	i
COc1ccc(Cl)cc1NC(=O)CN(C)C(=O)CN1C(=O)NC(C)(c2ccc3ccccc3c2)C1=O (centres undefined)	0.6	i
Cn1ccc2c(/C=C/c3ccc(F)cc3)cc3c(c21)C1CCC3C1 (centres undefined)	1.0	i
Cc1cc(C)n2c(Nc3ccc4c(c3)OCCO4)c(C3CC3)nc2n1	2.0	i
C=C(C)C(=O)N1CCN(C(=O)C(=C)C)c2ccccc21	1.2	i
CC(C)CN(C(=O)CCC1CCCCC1)c1c(N)n(CC(C)C)c(=O)[nH]c1=O	0.3	i
Cn1cncc1C#Cc1ccc(N2C(c3ccsc3)=Cc3ccc(F)cc3C2c2c[nH]c3ccccc23)cc1 (centres undefined)	1.5	i
CN(C(=O)c1ccc(NC(=O)Cc2cccc(NC(=O)C3CCN(C(=O)C4CC4)CC3)c2)cc1)C1CC1	1.2	i
CCOC(=O)C1=CCC(c2cccs2)N(S(=O)(=O)c2ccc(C)cc2)C1 (centres undefined)	0.7	i
O=C(NCCN1CCC(n2c(=O)[nH]c3ccccc32)CC1)c1ccc(Cl)cc1Cl	0.7	i
O=c1cc(CSc2nc(NCc3ccc(Cl)cc3)c3ccccc3n2)nc2ccc(Cl)cn12	0.1	i

Next records follow.
SMILES	Myeloid diff MLP GFP+ MAC1+ %	Myeloid diff MLP
CCCCN(C(=O)C1=CC=CN2CCS(=O)(=O)N=C12)c1ccccc1	1.0	i
COc1cc(OC)cc(-c2c(Sc3ccccc3)c3cc(-c4ccc(SC)cc4)ccc3n2C)c1	0.5	i
Nc1ncnc2c1ccn2[C@H]1CN(Cc2ccc(Cl)cc2)C[C@@H](CO)O1	0.8	i
O=C1NN(CCO)C(=S)Nc2ccccc21	1.3	i
CCOC(=O)[C@]12CCCC=C1N(Cc1cccc3ccccc13)C(=O)[C@H](CC(=O)N1CCC(c3ccccc3)CC1)C2	1.2	i
O=C1c2ccccc2C2N1CCCN2C(=O)c1sc2ccccc2c1Cl (centres undefined)	1.5	i
CCCNC(=O)C1(C)CCN(C(=O)c2cccc(C#N)c2)C1 (centres undefined)	1.1	i
O=C(C[C@H]1CC[C@@H](NC(=O)c2ccncc2)[C@@H](CO)O1)NCC1CC1	0.9	i
CCCCCC(=O)N1C[C@H](n2cc(-c3ccc(F)cc3)nn2)[C@@H](O)C[C@@H]1c1ccc(Cl)cc1	1.3	i
CCN(CC(=O)Nc1ccc(NC(C)=O)cc1)C(=O)C1(c2ccc(Cl)cc2)CCC1	0.9	i
C(=NOCc1ccccc1)c1cccnc1	0.8	i
COc1ccc(C(NC(=O)C2CCN(CCCOc3ccccc3)CC2)c2cccs2)cc1 (centres undefined)	0.5	i
COc1ccc([C@H]2C[C@@H](O)[C@H](n3cc(C4CC4)nn3)CN2CC2CCCCC2)cc1	1.4	i
Nc1[nH]c(C(=O)c2ccccc2)c(-c2ccc(Cl)cc2)c1C(=O)NCc1ccco1	0.6	i
Cc1ccn2c(Cc3ccccc3)c(-c3ccccc3)nc2c1	0.7	i
O=C(NCc1ccc(F)cc1)c1cc(C2CCCN(C(=O)c3ccccn3)C2)on1 (centres undefined)	1.0	i
Cc1nc(C(F)(F)F)ccc1C(=O)N1CCC1(C)C(=O)NS(=O)(=O)c1cccc(F)c1 (centres undefined)	0.4	i
O=C(O)c1ccccc1NS(=O)(=O)c1ccc(N/N=C/c2cccc(O)c2O)c([N+](=O)[O-])c1	0.2	i
CN(C(=O)c1ccc(NC(=O)Cc2ccc(NC(=O)C3CCN(S(=O)(=O)c4cccc([N+](=O)[O-])c4)CC3)cc2)cc1)C1CCCC1	0.7	i
COc1ccc(C(=O)N2CCOC2CNC(=O)C(=O)NCc2ccc(C)cc2)cc1 (centres undefined)	0.5	i
C[C@H](CO)N1C[C@H](C)[C@@H](CN(C)Cc2ccc(Oc3ccccc3)cc2)Oc2cc(Br)ccc2S1(=O)=O	1.0	i
COc1cccc(C(C)(O)c2nc(-c3ccc(OC)nc3)cs2)c1 (centres undefined)	0.4	i
Cc1noc(C)c1C(=O)N1CCC1(C)C(=O)NS(=O)(=O)c1ccc(Br)cc1 (centres undefined)	1.5	i
C[C@@H]1CN([C@@H](C)CO)C(=O)CCCn2nncc2CO[C@H]1CN(C)Cc1cccc(C(F)(F)F)c1	1.1	i
O=C(CN1C(=O)c2ccccc2S1(=O)=O)Nc1ncc([N+](=O)[O-])s1	1.5	i

In another format: 4 of the compounds above
> O=C(NCc1ccc(F)cc1)c1cc(C2CCCN(C(=O)c3ccccn3)C2)on1 (centres undefined)
  Myeloid diff MLP GFP+ MAC1+ % = 1.0; Myeloid diff MLP = i
> Cc1nc(C(F)(F)F)ccc1C(=O)N1CCC1(C)C(=O)NS(=O)(=O)c1cccc(F)c1 (centres undefined)
  Myeloid diff MLP GFP+ MAC1+ % = 0.4; Myeloid diff MLP = i
> O=C(O)c1ccccc1NS(=O)(=O)c1ccc(N/N=C/c2cccc(O)c2O)c([N+](=O)[O-])c1
  Myeloid diff MLP GFP+ MAC1+ % = 0.2; Myeloid diff MLP = i
> CN(C(=O)c1ccc(NC(=O)Cc2ccc(NC(=O)C3CCN(S(=O)(=O)c4cccc([N+](=O)[O-])c4)CC3)cc2)cc1)C1CCCC1
  Myeloid diff MLP GFP+ MAC1+ % = 0.7; Myeloid diff MLP = i

A section from further up:
SMILES	Myeloid diff MLP GFP+ MAC1+ %	Myeloid diff MLP
CCCCN(C(=O)C1=CC=CN2CCS(=O)(=O)N=C12)c1ccccc1	1.0	i
COc1cc(OC)cc(-c2c(Sc3ccccc3)c3cc(-c4ccc(SC)cc4)ccc3n2C)c1	0.5	i
Nc1ncnc2c1ccn2[C@H]1CN(Cc2ccc(Cl)cc2)C[C@@H](CO)O1	0.8	i

Next records.
SMILES	Myeloid diff MLP GFP+ MAC1+ %	Myeloid diff MLP
Cc1ccc(S(=O)(=O)N2CCN(C(=O)[C@H](Cc3ccccc3)NC(=O)c3ccco3)CC2)cc1	0.5	i
O=C(OCc1cn([C@H]2C[C@H](c3ccc(Cl)cc3)N(Cc3cccs3)C[C@@H]2O)nn1)c1ccccc1	2.0	i
CNc1ccc(-c2cc(OC)ccc2OC)cn1	1.0	i
CCCNC(=O)c1cc(C2CCCCN2C(=O)c2cc(F)ccc2C)on1 (centres undefined)	1.2	i
C[C@H](CO)N1C[C@H](C)[C@@H](CN(C)S(=O)(=O)c2ccc(C#N)cc2)OCc2cn(nn2)CCCC1=O	1.1	i
CCOc1ccc(NC(=O)CN(C)C(=O)c2cccc(S(=O)(=O)N3CCN(C)CC3)c2)cc1OCC	0.7	i
CC1(C(=O)Nc2ccc3c(c2)OCCO3)CSCC(=O)N1C1CC1 (centres undefined)	3.0	i
COC(=O)C[C@@H]1OC[C@H](CO)N1S(=O)(=O)c1ccc(C)cc1	3.1	i
C[C@@H]1CN([C@H](C)CO)C(=O)CCCn2nncc2CO[C@H]1CN(C)S(=O)(=O)c1ccc(F)cc1	0.8	i
CC1Cc2ccccc2N1CC(=O)Nc1cc(S(=O)(=O)N2CCOCC2)ccc1Cl (centres undefined)	1.1	i
CC1(C(=O)NCc2ccccc2Br)CCN1C(=O)CCc1ccc(Cl)cc1Cl (centres undefined)	1.0	i
COc1ccccc1NC(=O)Nc1nc(C(N)C2CCCCC2)cs1 (centres undefined)	0.1	i
O=C(Nc1cccc(Oc2ccccc2)c1)C1Cc2c(-c3ccc4c(c3)OCO4)ccnc2O1 (centres undefined)	1.4	i
COc1ccc(NC(=O)C2(C)CCN2CCc2ccccc2)cc1OC (centres undefined)	0.7	i
C=CCn1c2c(c3ccccc31)CCC2	1.4	i
FC(F)(F)c1ccccc1Cc1c(-c2ccco2)nc2ccc(Br)cn12	1.4	i
Oc1ccc(O)c(C=NNC(=S)NC2CC3CC2C2C=CCC32)c1 (centres undefined)	2.1	i
Cc1ccc(-c2nc3ccc(Br)cn3c2Cc2cccc(Cl)c2)cc1	0.2	i
Nc1nc(N)c2cc(Sc3cccc(C(F)(F)F)c3)ccc2n1	·	?
Nc1sc(-c2ccccc2)cc1C(=O)N1CCN(c2ccccc2)CC1	1.1	i
CC1CC(=Cc2ccc([N+](=O)[O-])cc2)C(=O)O1 (centres undefined)	0.7	i
CCc1ccc([C@H]2C[C@H]3[C@H]4C(=O)N(c5ccccc5)C(=O)[C@H]4CC(=O)[C@@H]3CN2S(=O)(=O)c2ccc(C)cc2)cc1	1.1	i
CC(C)[C@H](CO)NC(=O)[C@H]1O[C@@H](n2ccc(=O)[nH]c2=O)[C@H](O)[C@@H]1O	0.6	i
O=CNc1ccc2c3c(cccc13)-c1ccccc1-2	2.5*	+
CCOC(=O)N(C)c1c(CC)nc2c(OCc3ccc(S(C)(=O)=O)cc3)cccn12	0.9	i

Next results.
SMILES	Myeloid diff MLP GFP+ MAC1+ %	Myeloid diff MLP
Cc1ccc(S(=O)(=O)N2CC3=C(C2)C2CC2(C)C3)cc1 (centres undefined)	0.7	i
CCCCNC(=O)C1(C)CCCCN1Cc1ccc2ccccc2c1 (centres undefined)	0.6	i
O=C(Nc1cccc(OC(F)(F)F)c1)c1cccc2c(-c3cccnc3)coc12	1.2	i
O=C(NCC(O)c1nc2ccccc2[nH]1)c1cc2ccccc2[nH]1 (centres undefined)	1.2	i
CC1CN(C(C)C)C(=S)NC1=O (centres undefined)	0.7	i
O=C(COC(=O)/C=C/c1c(F)cccc1Cl)NCC1CCCO1 (centres undefined)	1.0	i
CCN(c1ccc(OC)cc1)S(=O)(=O)N1CCCC(C(=O)NCc2ccc(OC(C)C)cc2)C1 (centres undefined)	0.6	i
O=C1NC2C3CC(c4ccccc43)C12 (centres undefined)	1.2	i
Cc1ccc2nc3n(c2c1)CCCN3	1.4	i
CCC1CN2CCc3cc(OC)c(OC)cc3C2CC1CC1c2cc(OC)c(OC)cc2CCN1C(=O)C(Cc1c[nH]c2ccccc12)NC(=O)OC(C)(C)C (centres undefined)	12*	+
COc1cc(/C=C2/SC(=S)N(CCC(=O)Nc3cccnc3)C2=O)cc(OC)c1OC	1.7	i
COc1ccc(OC)c(Cc2cnc3nc(N)nc(N)c3c2C)c1	·	?
Cc1ccc(-c2nc3ccc(C)cn3c2Cc2cccc(Cl)c2)cc1	1.2	i
Nc1[nH]c(C(=O)c2ccccc2)c(-c2ccc(C(F)(F)F)cc2)c1C(=O)NCc1ccc(Cl)cc1Cl	0.8	i
O=C(NCc1cccnc1)c1cc(C2CCCCN2C(=O)c2ccc3ccccc3c2)on1 (centres undefined)	0.4	i
CC1(C(=O)NCCCN2CCCC2=O)CCN1CCc1ccccc1 (centres undefined)	0.4	i
O=C(O)C1C2CCC(CC2)C1C(=O)O (centres undefined)	0.5	i
COc1ccc(-c2oc3c(c2-c2cnc(OC)nc2)C(O)CC3)cc1 (centres undefined)	0.9	i
O=C1NC(=O)C(=Cc2ccc(Cl)cc2Cl)S1	0.5	i
CC(C)c1nc2sc3c(SCCN(C)C)ncnc3c2c2c1CCC2	0.3	i
NC(N)=N/N=C(\N=Nc1ccccc1)c1cccc2cccnc12	1.0	i
CC(=O)c1ccc(OCc2nnn(CC(=O)NS(=O)(=O)c3ccc(C)cc3)c2-c2ccccc2)cc1	0.9	i
COc1cc(Nc2nc3c(N)cc(C(F)(F)F)cc3nc2-c2ccccc2)cc(OC)c1OC	0.5	i
O=C1CCCCC1CCc1ccncc1 (centres undefined)	1.5	i
COc1ccc(C(=O)N2CCN(S(=O)(=O)c3ccc(C)cc3C)CC2)cc1S(=O)(=O)N1CCOCC1	0.8	i
CC1(Oc2ccccc2)CCN(Cc2ccc(-c3ccccn3)cc2)C1 (centres undefined)	2.3	i
COc1ccccc1CNC(=O)c1cc(S(=O)(=O)N2CCN(c3ccccc3)CC2)ccc1Cl	1.8	i

Bioassay records as filed in PubChem BioAssay.
